High-throughput results deposited in PubChem BioAssay by National Center for Advancing Translational Sciences (NCATS).
12-LOX inh = blocks human arachidonate 12S-lipoxygenase. P18054. purified 12hLO, xylenol orange hydroperoxide absorbance. Potency, µM (highest dose often 108 µM), without a hit: at the highest dose activity change, negative = inhibition, most hits filed as inhibitors. 1.1% of 580,000 active. AID 1671190; active = well fitted inhibition curve with a large enough effect; inconclusive = small, poorly fitted or top-dose-only effect, or another doubt; inactive = no such curve, though single readings can be large or run the other way
Target sequence (P18054 whole entry, looked up): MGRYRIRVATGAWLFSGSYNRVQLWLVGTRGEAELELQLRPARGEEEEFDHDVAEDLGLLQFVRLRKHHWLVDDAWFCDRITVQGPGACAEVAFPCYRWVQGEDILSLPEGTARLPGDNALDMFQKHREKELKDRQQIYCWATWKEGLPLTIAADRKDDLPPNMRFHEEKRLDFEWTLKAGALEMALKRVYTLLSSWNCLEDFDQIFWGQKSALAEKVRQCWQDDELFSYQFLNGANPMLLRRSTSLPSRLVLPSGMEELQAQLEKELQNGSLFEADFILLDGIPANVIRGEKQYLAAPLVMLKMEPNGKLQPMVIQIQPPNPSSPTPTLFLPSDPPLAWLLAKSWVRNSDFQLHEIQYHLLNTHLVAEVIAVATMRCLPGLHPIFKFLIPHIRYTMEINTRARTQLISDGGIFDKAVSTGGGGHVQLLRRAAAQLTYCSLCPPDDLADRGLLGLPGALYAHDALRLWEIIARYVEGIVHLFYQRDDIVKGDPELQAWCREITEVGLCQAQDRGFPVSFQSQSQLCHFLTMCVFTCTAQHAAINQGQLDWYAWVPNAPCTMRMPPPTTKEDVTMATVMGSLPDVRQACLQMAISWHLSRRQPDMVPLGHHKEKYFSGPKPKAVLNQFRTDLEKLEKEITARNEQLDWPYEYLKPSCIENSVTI
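Purified human 12hLO (150 nM final) in 25 mM Hepes, 0.01% Triton X-100, pH 7.0 was preincubated 15 min at room temperature with compound. Then 40 uM arachidonic acid was added, 30 min. Hydroperoxide was read by Fe-XO absorbance ratio 573/405 nm.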
* hit, by the source's call; ? = inconclusive; [ ] = dose if it differs, or a comment. % is set by controls: 0 for no effect and ±100 for the full control effect; potency is the fitted concentration of half-maximal effect. The list is partial; rates above refer to the full screens.

Cc1ccc(C)c(CC(=O)N2CCN(Cc3ccccc3)CC(O)C2)c1 (centres undefined)
  12-LOX inh: -4%
CC(=O)c1ccc(NC(=O)NC[C@H]2C[C@@H]3CCN2C[C@@H]3CN2CCCCC2)cc1
  12-LOX inh: 3%[176 µM]
Cc1cc(OCC(=O)N2CCN(Cc3nc(N)c4ccccc4n3)CC2)ccc1C(C)C
  12-LOX inh: 26%
COc1cc2c(cc1OCc1ccncc1)NC(=O)C21CCN(Cc2nccs2)CC1
  12-LOX inh: 15%[176 µM]
COc1cc2c(cc1OCc1ccccc1)N([S+](=O)([O-])c1cccnc1)CC21CCN(C)CC1
  12-LOX inh: ?
CCC12CCN(CC3(O)CC3)C(Cc3ccc(O)cc31)C2(C)C (centres undefined)
  12-LOX inh: 16%
COC(=O)N1CCC2(C1)N=C(c1cccnc1)C(=O)N2 (centres undefined)
  12-LOX inh: 38%[176 µM]
CC(Cc1ccc(Cl)cc1)NC(=O)CCCNC(=O)C1CC1 (centres undefined)
  12-LOX inh: ?
Fc1ccccc1C1NCc2ccccc2-n2cccc21 (centres undefined)
  12-LOX inh: -3%
CN1Cc2ccccc2-n2ccnc2C12CCN(C(=O)NCCc1ccccc1)CC2
  12-LOX inh: 72%[activator]

Cn1nc(C2CCCNC2)n(C2CCCC2)c1=O (centres undefined)
  12-LOX inh: 44%[activator]
O=C(c1ccncc1)N1CC2CCC(C1)N2Cc1ccccc1
  12-LOX inh: 12%[6.33 µM]
COc1ccc(-c2cc([C@H]3CN4CC[C@H]3C[C@@H]4CNC(=O)N3CCOCC3)n(C)n2)cc1OC
  12-LOX inh: 4%
CC1c2cccn2-c2ccccc2CN1C(=O)Nc1ccc(F)cc1F (centres undefined)
  12-LOX inh: -24%
Cc1ccc(C)c(CC(=O)N2CCN(CCO)CC(O)C2)c1 (centres undefined)
  12-LOX inh: 66%[activator]
Fc1ccc(NC(=S)NCCc2cnc[nH]2)cc1
  12-LOX inh: 20%
CCO[C@H]1CN(C(=O)C2(c3ccccc3)CCNCC2)C[C@@H]1O
  12-LOX inh: -9%
Cc1ccc(N2C(=O)NC(=O)C3(Cc4cc(C)ccc4N(C)C3)C2=O)c(C)c1 (centres undefined)
  12-LOX inh: -25%
CC1CCC(=O)O1 (centres undefined)
  12-LOX inh: 3%[176 µM]
C#CCNC1CCCCC1
  12-LOX inh: -6%

C[C@H]([C@H](O)CCC(C)(C)O)[C@H]1CC[C@@]2(O)C3=CC(=O)[C@@H]4C[C@@H](O)[C@@H](O)C[C@]4(C)[C@@H]3CC[C@]12C
  12-LOX inh: -24%[57.4 µM]
CCCCn1c(C)c(C(=O)OCC)c2cc(OC)ccc21
  12-LOX inh: 8%
Cn1nc(C2CCCCC2)cc1[C@H]1CN2CC[C@H]1C[C@@H]2CNC(=O)c1ccco1
  12-LOX inh: 48%[activator][176 µM]
COc1ccc(C(=O)N2C[C@@H]3C[C@H](C2)c2c(NC(=O)CSC)ccc(=O)n2C3)cc1
  12-LOX inh: 22%[176 µM]
CCC(CC)c1cc([C@H]2CN3CC[C@H]2C[C@@H]3CNS(C)(=O)=O)nc(-c2ccncc2)n1
  12-LOX inh: 50%[activator]
COc1ccc([C@@H]2C[C@H]3[C@@H](CN2)CON3C)cc1
  12-LOX inh: -2%
COc1ccccc1C(=O)N1CCC2(CC1)c1nccn1-c1ccccc1CN2C
  12-LOX inh: 11%
CN1CCN(c2ccc(C#N)cc2)CC1
  12-LOX inh: -2%
Cc1ccc2c(n1)N(C)[C@H](CO)CCN(Cc1ccco1)C2
  12-LOX inh: 13%[176 µM]
COc1cc2c(cc1Oc1ccccc1)NC(=O)C21CCN(C(=O)C2CCC2)CC1
  12-LOX inh: -6%[176 µM]

Cn1cc(CN[C@@H]2C[C@H](CO)[C@@H](O)[C@H]2O)c2ccccc21
  12-LOX inh: ?
CCC(CC)c1cc([C@H]2CN3CC[C@H]2C[C@@H]3CNC2CCN(C)CC2)nc(-c2ccncc2)n1
  12-LOX inh: 49%[activator]
Cc1noc(-c2ccc(N3CC4CC(C3)c3cccc(=O)n3C4)nc2)n1 (centres undefined)
  12-LOX inh: 4%
O=C(O)C1CN(Cc2ncc[nH]2)CCN(C(=O)Cc2cccs2)C1 (centres undefined)
  12-LOX inh: 66%[activator]
CCCNC(=O)N1CC2CN(C(C)C)CC(C1)O2
  12-LOX inh: 27%
CN1CCC(N2C[C@@H]3C[C@H](C2)c2c(NC(=O)c4ccccn4)ccc(=O)n2C3)CC1
  12-LOX inh: 78%[activator][176 µM]
CN(C)C(=S)SCC#N
  12-LOX inh: -21%
Cc1nc(-c2ccc(N(C)C)cc2)cc([C@H]2CN3CC[C@H]2C[C@@H]3COC(=O)Nc2ccccc2)n1
  12-LOX inh: ?
C/C=C1/CN2CC[C@]34C(=C(C=O)[C@@H]1C[C@H]23)Nc1c(O)cccc14
  12-LOX inh: 2%
Cc1cnc(C2CC2)n1C1CCNCC1
  12-LOX inh: 68%[activator]

CC(C)CN[C@H]1[C@H](O)[C@H](O)C[C@@H]1c1ccccc1
  12-LOX inh: 19%[176 µM]
COc1ccc(C2(C(=O)N3[C@H]4CC[C@@H]3c3cnc(C)nc3C4)CCCCC2)cc1
  12-LOX inh: ?
CO[C@@H]1[C@H](C)OC(O[C@H]2CC(Oc3cc4cc5c(c(O)c4c(O)c3C)C(=O)[C@@H](OC3C[C@@H](OC4C[C@H](OC6C[C@](C)(O)[C@@H](OC(C)=O)[C@H](C)O6)[C@@H](O)[C@H](C)O4)[C@H](O)[C@@H](C)O3)[C@H]([C@@H](OC)C(=O)[C@@H](O)[C@H](C)O)C5)O[C@@H](C)[C@H]2OC(C)=O)C[C@@H]1O (some centres undefined)
  12-LOX inh: ?
O=c1ccc(-c2cccs2)c2n1C[C@H]1C[C@@H]2CN(S(=O)(=O)c2cccs2)C1
  12-LOX inh: ?
CCCCN1CC(C(=O)Nc2ccc(C(=O)Nc3ccc(C#N)c(Cl)c3)cc2)CC1=O (centres undefined)
  12-LOX inh: ?
CCN1CCN(C(=O)COc2ccc3c(=O)c(Oc4ccccc4)c(C)oc3c2)CC1
  12-LOX inh: -6%
Cn1nc(-c2ccc3ccccc3c2)cc1[C@H]1CN2CC[C@H]1C[C@@H]2CNC(=O)c1cccs1
  12-LOX inh: 17%
CCn1ccc(C(=O)N2CCC3(CC2)NCc2ccccc2-n2ccnc23)n1
  12-LOX inh: 2%
O=S(=O)(c1cc(F)ccc1F)N1[C@H]2CC[C@@H]1c1cncnc1C2
  12-LOX inh: 19%
Cc1nn(-c2ncnc3nc[nH]c23)c2c1C(c1ccc(Cl)cc1Cl)SCC(=O)N2 (centres undefined)
  12-LOX inh: 0%

CCN1CCCC12Cc1ccccc1CN(C(=O)Cc1ccccc1)C2 (centres undefined)
  12-LOX inh: ?
Cc1nc(-c2ccc(N(C)C)cc2)cc([C@H]2CN3CC[C@H]2C[C@@H]3CNC(=O)c2ccco2)n1
  12-LOX inh: 33%[activator]
C1CCN(C2CCCNC2)CC1 (centres undefined)
  12-LOX inh: 9%
COc1cc2c(cc1OCC1CC1)NC(=O)C21CCN(C(=O)C(C)C)CC1
  12-LOX inh: 9%[176 µM]
CC(C)N1CC2CCC(C1)N2Cc1cccs1
  12-LOX inh: 13%[12.5 µM]
CCc1cccc(CC)c1NC1=NCCN1
  12-LOX inh: 14%
O=C(Cc1cccc(F)c1)N1[C@H]2CC[C@@H]1c1cnc(-c3ccc(F)cc3)nc1C2
  12-LOX inh: 17%
CC(=O)N1C[C@@H]2C[C@H](C1)c1ccc(NC(=O)c3ccc(F)cc3)c(=O)n1C2
  12-LOX inh: -1%[176 µM]
CN(Cc1ccccc1)C[C@H]1CN2CC[C@H]1C[C@@H]2CNC(=O)c1ccc(N(C)C)cc1
  12-LOX inh: 15%[176 µM]
COc1ccc(-c2cc([C@H]3CN4CC[C@H]3C[C@@H]4CNC(=O)NC(C)C)nc(C)n2)cc1OC
  12-LOX inh: 32µM*

CCCN1C(=O)NC(=O)C2(Cc3c(ccc4ccccc34)N(C)C2)C1=O (centres undefined)
  12-LOX inh: ?
Cn1cc(C(=O)NCC(=O)NC(C)(C)C)c2ccccc21
  12-LOX inh: 12%
CN1Cc2ccccc2-n2ccnc2C12CCN(C(=O)Cc1cccc(F)c1)CC2
  12-LOX inh: 43%[activator]
Cc1cccc(CN2CCN(Cc3ccccc3F)CC2)c1
  12-LOX inh: ?
CCC1(N2CCN(C(=O)Cc3ccccc3OC)CC2)CCN(C(=O)NC)C1 (centres undefined)
  12-LOX inh: 32%
C[C@@]12OC(=O)[C@]1([C@@H](O)[C@@H]1C=CCCC1)NC(=O)[C@H]2CCCl
  12-LOX inh: -9%[57.4 µM]
COc1ccc(C(=O)N2C[C@@H]3C[C@H](C2)c2c(NC(=O)c4ccco4)ccc(=O)n2C3)cc1
  12-LOX inh: 17%[176 µM]
COc1ccc(-c2cc([C@H]3CN4CC[C@H]3C[C@@H]4COC(=O)NC(C)C)n(C)n2)cc1OC
  12-LOX inh: 0%
O=S(=O)(c1cccnc1)N1[C@H]2CC[C@@H]1c1cnc(-c3ccc(F)cc3)nc1C2
  12-LOX inh: -4%
COCC1CN(C(C)=O)CC12CCNCC2 (centres undefined)
  12-LOX inh: ?

No new results follow: an excerpt of the list.
CC(C)N1CC2CCC(C1)N2Cc1cccs1
  12-LOX inh: 13%[12.5 µM]
CCc1cccc(CC)c1NC1=NCCN1
  12-LOX inh: 14%
O=C(Cc1cccc(F)c1)N1[C@H]2CC[C@@H]1c1cnc(-c3ccc(F)cc3)nc1C2
  12-LOX inh: 17%
CC(=O)N1C[C@@H]2C[C@H](C1)c1ccc(NC(=O)c3ccc(F)cc3)c(=O)n1C2
  12-LOX inh: -1%[176 µM]
CN(Cc1ccccc1)C[C@H]1CN2CC[C@H]1C[C@@H]2CNC(=O)c1ccc(N(C)C)cc1
  12-LOX inh: 15%[176 µM]
COc1ccc(-c2cc([C@H]3CN4CC[C@H]3C[C@@H]4CNC(=O)NC(C)C)nc(C)n2)cc1OC
  12-LOX inh: 32µM*
CCCN1C(=O)NC(=O)C2(Cc3c(ccc4ccccc34)N(C)C2)C1=O (centres undefined)
  12-LOX inh: ?
Cn1cc(C(=O)NCC(=O)NC(C)(C)C)c2ccccc21
  12-LOX inh: 12%
CN1Cc2ccccc2-n2ccnc2C12CCN(C(=O)Cc1cccc(F)c1)CC2
  12-LOX inh: 43%[activator]
Cc1cccc(CN2CCN(Cc3ccccc3F)CC2)c1
  12-LOX inh: ?
CCC1(N2CCN(C(=O)Cc3ccccc3OC)CC2)CCN(C(=O)NC)C1 (centres undefined)
  12-LOX inh: 32%
C[C@@]12OC(=O)[C@]1([C@@H](O)[C@@H]1C=CCCC1)NC(=O)[C@H]2CCCl
  12-LOX inh: -9%[57.4 µM]

COc1ccc(C(=O)N2C[C@@H]3C[C@H](C2)c2c(NC(=O)c4ccco4)ccc(=O)n2C3)cc1
  12-LOX inh: 17%[176 µM]

The results go on.
Cc1nc(-c2cccs2)cc([C@H]2CN3CC[C@H]2C[C@@H]3COC(=O)NC2CCCCC2)n1
  12-LOX inh: 3%
Cc1ccc(S(=O)(=O)NC[C@H]2C[C@@H]3CCN2C[C@@H]3CN2CCN(c3ncccn3)CC2)cc1
  12-LOX inh: -21%
COc1cc(OC)c2c(C)c(CC(=O)N3CCN(CCc4ccccn4)CC3)c(=O)oc2c1
  12-LOX inh: -4%
O=C(CSC1c2ccccc2Oc2ccccc21)Nc1cccc(C(=O)O)c1
  12-LOX inh: 13%
CCCNC(=O)OC[C@H]1C[C@@H]2CCN1C[C@@H]2c1cc(-c2cccs2)nc(C)n1
  12-LOX inh: -2%[176 µM]
c1ccc2c(CN3CCNCC3)cccc2c1
  12-LOX inh: -2%[57.4 µM]
Cc1nn(-c2ncnc3nc[nH]c23)c2c1C(c1ccc(C(C)C)cc1)SCC(=O)N2 (centres undefined)
  12-LOX inh: 2%
Cc1ncc2c(n1)C[C@@H]1CC[C@H]2N1C(=O)Nc1ccc(C)c(C)c1
  12-LOX inh: 8%
CCC(=O)N1[C@H]2CC[C@@H]1c1cnc(-c3ccc(F)cc3)nc1C2
  12-LOX inh: -4%
COc1ccc(-c2cc([C@H]3CN4CC[C@H]3C[C@@H]4CNC(=O)C3CCC3)nc(C)n2)cc1OC
  12-LOX inh: 70%[activator]

CCCn1c(C)c(C(=O)NCC2CC2)c2cc(OC)ccc21
  12-LOX inh: -2%
CCCS(=O)(=O)Nc1ccc(=O)n2c1[C@@H]1C[C@@H](CN(S(=O)(=O)c3ccccc3)C1)C2
  12-LOX inh: ?
CN1Cc2ccccc2-n2ccnc2C12CCN(C(=O)C1(c3ccccc3)CC1)CC2
  12-LOX inh: 33%[activator]
Cc1cccc(-c2ncc(CN3CCC4(CCCNC4)C3)cn2)c1 (centres undefined)
  12-LOX inh: ?
CCN1CCN(C(=O)COc2ccc3c(=O)c(-c4ccc(OC)cc4)c(C)oc3c2)CC1
  12-LOX inh: ?
O=C1CC2CCN(Cc3cncs3)CC2CCN1 (centres undefined)
  12-LOX inh: 10%[12.5 µM]
CC1=C2C[C@@H]3[C@@H](CC=C4C[C@@H](O)CC[C@@]43C)[C@@H]2CC[C@]12O[C@H]1C[C@H](C)CN[C@H]1[C@H]2C
  12-LOX inh: 5%[57.4 µM]
CC(=O)N1CCC2(CC1)C(=O)NN=C2c1cccnc1
  12-LOX inh: 31%[activator][176 µM]
O=C(NC[C@H]1C[C@@H]2CCN1C[C@@H]2CN1CCOCC1)Nc1ccsc1
  12-LOX inh: -14%[176 µM]
CC(C)NC(=O)N1CC[C@@H](CC(=O)O)[C@@H](CCN2C[C@@H]3C[C@H](C2)c2cccc(=O)n2C3)C1
  12-LOX inh: ?
